DAX1 inh-1: DAX1 (NR0B1) inhibitors, primary screen, cell-based, HEK293, Gal4-DAX1, luciferase luminescence; AID 504766, 2011; HEK293 Gal4-DAX1 luciferase reporter; inhibition, % at 6.75 µM; hit rate 0.99% among 340,000;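 active = inhibition above the mean over all tested compounds plus 3 SD, cut at about 4.2% in these data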;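 note: 0% = DAX1-transfected cells with DMSO and 100% = empty-vector control cells with DMSO; inhibition shows as a rise in luminescence from relieved DAX1 repression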
Target sequence (P51843 207-470 limits assumed): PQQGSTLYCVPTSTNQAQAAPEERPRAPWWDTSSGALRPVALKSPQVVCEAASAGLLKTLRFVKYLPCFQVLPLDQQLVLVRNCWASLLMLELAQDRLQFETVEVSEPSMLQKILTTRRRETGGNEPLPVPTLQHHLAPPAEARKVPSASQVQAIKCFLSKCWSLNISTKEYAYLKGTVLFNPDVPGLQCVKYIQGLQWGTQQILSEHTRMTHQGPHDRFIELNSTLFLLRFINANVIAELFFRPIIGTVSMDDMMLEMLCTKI
DAX1 inh-2: DAX1 (NR0B1) inhibitors on StAR promoter, primary screen, cell-based, luminescence, SF-1 (NR5A1), full-length DAX-1 | HEK293T StAR-luciferase reporter, SF-1/DAX-1 repression relief | inhibition, % at 6.8 µM | hit rate 1.1% among 370,000 | AID 652010, 2013;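 active = inhibition above the mean over all tested compounds plus 3 SD, cut at about 3.6% in these data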;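 note: 0% = DAX-1 cells with DMSO and 100% = cells lacking DAX-1 with DMSO; higher inhibition means more luminescence from relief of DAX-1 repression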
NPR2 activator: human GC-B receptor activators, primary screen, HEK293 GC-B cells, cGMP TR-FRET, EC30 CNP | 0% at EC30 CNP, 100% saturating CNP | hit rate 0.11% among 370,000 | activation, % at 10 µM | AID 1920062, 2024 | Atrial natriuretic peptide receptor 2 (Homo sapiens), P20594;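 active = activation at 10 µM reaching about 35% in either raw or pattern-adjusted values, limit read from the data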
FXN GAA850 act: FXN promoter activators, primary screen, cell-based, luciferase luminescence, HEK293 lucGAA850; activation, % at 6 µM; HEK293 lucGAA850 FXN promoter luciferase reporter, 24 h; percent of 10 µM SAHA response; hit rate 0.56% among 360,000;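 active = activation above the average of all compounds screened plus 3 SD, cutoff fixed separately per campaign, cut at about 7.5% in these data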;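 note: 0% = DMSO wells and 100% = 10 µM SAHA wells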
ssDAF-12 act: S. stercoralis DAF-12 nuclear receptor activators, primary screen, cell-based, luminescence, HEK293, GRIP1 co-expression, lit1-tk-luc | Nuclear hormone receptor DAF-12 (Strongyloides stercoralis) | HEK293 ssDAF-12/GRIP1 lit1-tk-luc reporter; % of 3 µM dafachronic acid response | activation, % at 6.8 µM | hit rate 1% among 370,000 | AID 652126, 2013;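 active = activation above the mean over all tested compounds plus 3 SD, cut at about 0.9% in these data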;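 note: 0% = DMSO-only wells and 100% = 3 µM delta7-dafachronic acid wells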
NPR1 activator: GC-A stimulated cGMP production enhancers – HEK293 GC-A cells, cGMP TR-FRET, EC30 ANP, primary screen. Atrial natriuretic peptide receptor 1 (Homo sapiens), P16066. 0% at EC30 ANP, 100% saturating ANP. activation, % at 10 µM. hit rate 0.14% among 370,000; in the data active = activation above about 40%
hcDAF-12 act: H. contortus DAF-12 nuclear receptor activators, primary screen, cell-based, luminescence, HEK293, lit1-tk-luc reporter | HEK293 hcDAF-12 lit1-tk-luc reporter; 0% DMSO, 100% Δ7-dafachronic acid | hit rate 1.4% among 370,000 | activation, % at 6.8 µM;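 active = activation above the mean of all tested compounds plus 3 SD, cut at about 5.5% in these data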;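 note: 100% = response to 3 µM Δ7-dafachronic acid high control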
HGIII-sPLA2 inh: human group III sPLA2 inhibitors, primary screen, biochemical, QFRET, BODIPY PC-A2 liposome substrate; hit rate 0.56% among 370,000; QFRET BODIPY PC-A2 liposome hydrolysis, fluorescence; Group 3 secretory phospholipase A2 (Homo sapiens), Q9NZ20; inhibition, % at 12.2 µM; AID 743126, 2013;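 active = inhibition above mean plus 3 SD of compounds lying within the high and low control bounds, cut at about 19% in these data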;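 note: 0% = median of test compound wells and 100% = no enzyme DMSO wells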
Target sequence (Q9NZ20 whole entry, looked up): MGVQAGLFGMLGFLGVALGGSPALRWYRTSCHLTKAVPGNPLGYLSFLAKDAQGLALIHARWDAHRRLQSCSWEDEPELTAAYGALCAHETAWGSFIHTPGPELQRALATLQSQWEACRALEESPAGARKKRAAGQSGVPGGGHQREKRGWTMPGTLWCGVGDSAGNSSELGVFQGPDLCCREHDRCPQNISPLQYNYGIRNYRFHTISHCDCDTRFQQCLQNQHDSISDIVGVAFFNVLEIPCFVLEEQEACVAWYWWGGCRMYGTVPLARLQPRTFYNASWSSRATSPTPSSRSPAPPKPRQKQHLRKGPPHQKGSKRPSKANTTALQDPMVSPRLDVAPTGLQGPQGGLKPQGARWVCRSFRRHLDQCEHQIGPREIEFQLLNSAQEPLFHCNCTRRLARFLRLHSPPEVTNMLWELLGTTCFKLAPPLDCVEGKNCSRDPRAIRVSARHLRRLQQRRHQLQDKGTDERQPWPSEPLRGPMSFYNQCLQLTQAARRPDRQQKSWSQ
proKLK7 act: proKLK7 zymogen activators, primary screen, biochemical, fluorescence intensity; hit rate 0.9% among 370,000; Kallikrein-7 (Homo sapiens), P49862; activation, % at 7 µM; purified proKLK7, EDANS-DABCYL substrate fluorescence; 100% is mature enzyme control, 0% vehicle;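 active = activation above the mean of all tested compounds plus 3 SD, computed per campaign excluding outliers beyond control limits, cut at about 13% in these data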
Target sequence (P49862 whole entry, looked up): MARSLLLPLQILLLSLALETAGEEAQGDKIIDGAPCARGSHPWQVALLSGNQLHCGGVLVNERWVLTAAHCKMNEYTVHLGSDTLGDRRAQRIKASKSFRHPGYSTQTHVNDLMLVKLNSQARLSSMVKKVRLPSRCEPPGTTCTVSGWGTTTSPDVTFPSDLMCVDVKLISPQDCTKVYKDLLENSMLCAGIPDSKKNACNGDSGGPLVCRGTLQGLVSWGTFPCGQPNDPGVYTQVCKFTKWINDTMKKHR
SMARCA2 act: SMARCA2 (BRM) function activators, primary screen, cell-based, luminescence, high throughput. hit rate 1% among 370,000. MG213 cells, MMTV-luciferase reporter, dexamethasone, overnight. activation, % at 9.1 µM; in the data active = activation above about 7.8%;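 note: 0% = vehicle wells and 100% = reference activator wells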
hgDAF12 agonist: H. glycines DAF-12 receptor agonists, primary screen, cell-based, luminescence, HEK293, GAL4 fusion, UAS-luciferase; Nuclear hormone receptor DAF-12 (Heterodera glycines), GAL4 fusion; HEK293 GAL4-hgDAF12 UAS-luciferase reporter, agonist luminescence; normalized to butyrate control; activation, % at 6.8 µM; hit rate 1.8% among 370,000; AID 687014, 2013;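 active = activation above a cutoff set at the mean of all screened compounds plus 3 SD, cut at about 10% in these data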;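 note: 0% = DMSO wells and 100% = sodium butyrate wells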
* hit, by the source's call; x = no result given.

Fields: proKLK7 act	hcDAF-12 act	NPR1 activator	SMARCA2 act	DAX1 inh-1	NPR2 activator	ssDAF-12 act	DAX1 inh-2	HGIII-sPLA2 inh	hgDAF12 agonist	FXN GAA850 act
- c1ccc(-c2ccc(-c3ccccn3)nn2)nc1
→ 0.0	6.9*	1	3	x	-1	-0.5	3.4	9	6.7	x
- CCOc1ccc(NC(=S)NC(=O)Cc2ccccc2)cc1
→ -0.3	-1.4	-3	-1	0.4	5	-0.3	0.2	-9	-0.6	1.4
- CCc1cccc(CC)c1C(OC(C)=O)c1cccnc1 (stereo not given)
→ -0.3	-0.4	-3	-3	1.5	-4	-0.9	0.0	13	1.4	0.9
- O=C(NC(=S)N1CCCC1)c1cccc([N+](=O)[O-])c1
→ -0.4	-3.4	2	-1	0.3	4	-1.3	-0.3	1	-0.7	0.6
- CCN(C(=O)COC(=O)c1cccn1C)C1CCS(=O)(=O)C1 (stereo not given)
→ -0.2	-0.1	2	0	-0.4	2	-1.1	0.3	0	1.0	0.1
- Cc1nnc(-c2cnn(-c3ccccc3)c2N)n1Cc1ccncc1
→ -0.4	1.2	2	-1	0.7	3	-1.5	0.1	3	-0.5	-3.0
- CC(=O)OC1CCC2(C)C(=CCC3C2CCC2(C)C3CC3ON=C(C)C32)C1 (stereo not given)
→ 0.4	-0.9	6	-2	0.6	-2	-0.8	0.8	5	1.1	0.0
- Cc1cc(C)n(-c2nnc(SCC(=O)NC3CCCC3)c3ccccc23)n1
→ 0.8	-3.7	-4	-4	-2.5	-2	-1.6	-1.5	1	-2.8	-1.1
- CCCCNC(=O)C1(C)CCN1C(=O)c1cc(-c2cccs2)oc1C (stereo not given)
→ -4.7	1.4	6	-1	x	-1	-1.0	-0.1	-8	0.2	-2.7
- CS(=O)(=O)c1ccc(Cl)c(NC(=O)CCl)c1
→ 0.2	-0.7	0	0	-0.8	-2	-1.6	-4.8	3	-4.7	3.1
- Cc1ccc([N+](=O)[O-])cc1NC(=O)c1ccc(-c2ccccc2)cc1
→ -0.3	-0.3	-5	1	-0.2	1	-1.2	-0.4	2	2.2	-3.3
- Nc1ccc(S(=O)(=O)Nc2nccc(/C=C/c3ccc(Cl)cc3Cl)n2)cc1
→ -0.5	1.1	15	-5	-0.4	-3	-1.5	0.3	6	-1.4	0.4
- COc1ccc(N=C2SC(C(=O)O)CC(=O)N2C)cc1 (stereo not given)
→ 1.0	0.4	5	1	1.7	-10	-0.7	-0.1	6	1.1	-1.7
- Cc1ccc(S(=O)(=O)N2CCC(C(=O)N[C@H](C(=O)N3CCN(C)CC3)C(C)C)CC2)cc1
→ 0.1	-2.0	-3	-2	0.6	5	-1.8	-0.2	-3	1.0	3.0
- O=C(CSc1nc(SCC(=O)NCc2ccccc2)n(-c2ccccc2)n1)NCc1ccccc1
→ 0.3	-1.9	-6	3	1.8	1	-1.3	0.1	-15	-1.8	1.7
- NNC(=O)Cn1c(-c2ccccn2)nc2ccccc21
→ -1.3	-0.6	0	-1	-1.3	2	-0.7	0.1	-13	0.9	0.7
- COCC(=O)Nc1ccc(C)c(Cl)c1
→ 0.2	-0.9	0	-1	1.2	3	-0.9	-0.4	-1	-0.4	0.7
- Cc1ccc(OC2CCN(C(=O)[C@H]3O[C@@H](n4ccc(=O)[nH]c4=O)[C@H](O)[C@@H]3O)CC2)cc1
→ -0.5	-1.1	6	2	x	-1	-2.0	-0.6	0	1.6	x
- Cc1ccc(S(=O)(=O)N2CC3(O)CN(C(=O)OC(C)C)N(C(=O)OC(C)C)CC3(OC(=O)NCc3ccccc3F)C2)cc1 (stereo not given)
→ 0.5	0.2	-1	0	1.0	6	-1.2	0.9	-34	-0.5	-6.5
- COc1ccc(N2CC(O)(c3ccc(F)cc3)[N+]3=C2CCCC3)cc1 (stereo not given)
→ 0.1	1.2	-1	-3	-0.6	0	-1.7	-0.1	4	-0.5	-0.7
- Cc1ccc(/C=C2\CCOC2=O)cc1
→ -0.4	-0.4	5	-2	-1.3	0	-0.8	-0.3	11	-1.7	1.4
- Cc1ccccc1Cn1nc(C)c(NC(=O)c2cc(CC(C)C)on2)c1C
→ -0.3	-1.9	2	-2	-0.4	-2	-0.9	-0.2	0	-2.5	-1.2
- COc1ccc(CC(=O)OCC(=O)Nc2cccc(Cl)c2)cc1
→ -0.1	0.2	-3	1	0.1	0	-1.5	-0.3	-14	-1.2	1.4
- c1ccc(Cc2ccc(OCCn3ccnc3)cc2)cc1
→ -0.1	-4.5	3	-4	-3.0	0	-2.3	-1.3	-21	-5.9	-0.8
- Cc1cccc(C(=O)N2CCC(N3CCC(C(=O)N4CCOCC4)CC3)CC2)c1
→ 0.0	0.1	1	-3	0.1	3	-1.2	0.1	-4	-0.6	0.0
- O=C(CNS(=O)(=O)c1ccc(Br)s1)N1CCN(c2ccccn2)CC1
→ 0.5	-1.3	-11	-2	x	-13	-1.9	-1.6	1	-1.6	x
- CC(=O)Nc1sc(NC(=O)c2ccc(Cl)cc2)nc1-c1cccs1
→ -0.8	0.8	14	-2	0.7	9	-0.6	-0.9	2	0.1	0.9
- Cc1cccc2c1NC(=O)C2=O
→ -0.2	0.8	2	-2	0.2	6	-0.6	0.9	7	-0.7	0.9
- CCOCC(=O)Nc1cc(C(=O)Nc2ccccc2)ccc1Cl
→ -0.2	1.8	-2	1	2.6	7	-1.8	0.8	1	6.5	2.5
- Cc1cc(C)n2nc(SC(C)C(=O)N(C)C3CCCCC3)nc2n1 (stereo not given)
→ 0.2	-1.9	0	2	-0.3	0	-1.1	-0.1	-1	-5.0	-1.8
- OC[C@@H]1CN(Cc2ccc(Cl)cc2)C[C@H](n2cnc3c(N4CCCC4)ncnc32)O1
→ 0.4	-1.9	2	0	x	0	-1.3	-1.4	-3	-4.1	-1.6
- CS(=O)(=O)N(Cc1cc2ccccc2[nH]c1=O)C1CCCCC1
→ -0.7	0.6	4	-2	0.0	2	-1.2	0.2	-4	-2.0	1.4
- O=C(CN1C(=O)CC(c2ccccc2)=Nc2ccccc21)NCc1ccco1
→ -0.5	2.6	-1	-6	0.8	-1	-0.5	-0.4	4	-1.4	-1.1
- CCC1CN(C(=O)N2CCC(C(=O)NCc3cc(OC)c(OC)c(OC)c3)CC2)c2ccccc2O1 (stereo not given)
→ 0.4	-1.8	-1	-2	0.0	1	-1.2	-0.2	3	-1.1	1.3
- NC(N)=N/N=C/c1ccc(Cl)c([N+](=O)[O-])c1
→ 0.0	-2.2	-8	-4	-0.2	-5	-1.5	-3.4	2	-0.1	-0.7
- c1nc(NCC2CCCO2)c2[nH]cnc2n1 (stereo not given)
→ 0.2	-0.7	2	-1	-0.3	6	-0.3	-0.6	-1	0.5	2.1
- CCN(CC)c1ccc(NC(=O)COC(=O)C23CCC(=O)N2c2ccccc2S3)cc1 (stereo not given)
→ -0.6	2.1	3	-4	-1.4	-5	-0.8	-0.7	5	0.4	-2.9
- CCCCCC(=O)NC(=S)Nc1ccc(NC(=O)c2ccco2)cc1
→ 0.1	-1.3	-1	0	-0.6	3	-1.2	-0.3	2	-2.0	-2.5
- CCOCCCNc1ccc(N2C(=O)C3CCCCC3C2=O)cc1[N+](=O)[O-] (stereo not given)
→ -0.1	-1.4	4	0	2.1	3	-0.9	0.0	2	2.2	1.1
- Cc1nc(NC(=O)/C=C/c2ccc(C(C)(C)C)cc2)sc1C(=O)N(C)C
→ -0.4	-1.7	-6	0	-0.1	1	-0.2	0.1	-8	-1.1	0.3
- CCOC(=O)Cc1csc(SCC(=O)Nc2ccc3[nH]c(=O)[nH]c3c2)n1
→ -0.7	0.3	1	-2	0.2	1	-1.2	1.4	9	-2.2	-1.1
- CCCCn1c(N)c(N(CCOC)C(=O)CSCc2ccc(C)cc2)c(=O)[nH]c1=O
→ -1.0	-1.4	0	1	-0.1	4	-0.9	-1.6	1	0.4	1.3
- N#CCc1nn(-c2ccccc2)c2ncnc(N)c12
→ -0.5	-1.2	2	6	-1.9	-3	-1.7	-0.2	-17	-3.0	3.0
- CN1CCC(=NNC(=O)CN(c2cccc(Br)c2)S(C)(=O)=O)CC1
→ -1.0	-0.4	2	-4	-1.6	0	-0.4	1.3	-8	0.0	0.6
- O=C(COC(=O)/C=C/c1ccccc1Cl)NCc1ccccc1
→ -0.1	-0.7	-7	2	-1.6	-4	-1.8	0.3	-3	2.8	-2.1
- COC(=O)c1cc(-c2c(C)oc3cc(OC(C)C)ccc3c2=O)c(C)o1
→ 0.2	-1.5	2	1	0.7	11	-1.3	-0.4	-2	-3.5	-1.1
- Cc1ccc(F)cc1C(=O)N1CCCC(c2cc(C(=O)Nc3ccccc3)no2)C1 (stereo not given)
→ -0.2	-2.8	0	-5	x	1	-1.3	-3.7	-10	1.0	-0.7
- COc1ccc(C2=NCCn3nc4ccccc4c32)cc1
→ 0.4	1.7	0	3	1.7	-1	0.5	-0.1	0	3.4	2.1
- COC(=O)c1ccc(-c2noc(CN3C[C@H]4CC[C@H]3C4)n2)cc1
→ -0.3	2.4	-3	4	1.1	4	-0.2	0.4	0	-0.3	6.4
- CCOc1ccc(OCCN2C(=O)NC3(CCCc4ccccc43)C2=O)cc1 (stereo not given)
→ 0.4	-1.3	2	-7	-0.8	-2	-0.9	-0.8	-7	1.2	-1.0

Some of the entries so far, bar-delimited:
SMILES | proKLK7 act | hcDAF-12 act | NPR1 activator | SMARCA2 act | DAX1 inh-1 | NPR2 activator | ssDAF-12 act | DAX1 inh-2 | HGIII-sPLA2 inh | hgDAF12 agonist | FXN GAA850 act
c1nc(NCC2CCCO2)c2[nH]cnc2n1 (stereo not given) | 0.2 | -0.7 | 2 | -1 | -0.3 | 6 | -0.3 | -0.6 | -1 | 0.5 | 2.1
CCN(CC)c1ccc(NC(=O)COC(=O)C23CCC(=O)N2c2ccccc2S3)cc1 (stereo not given) | -0.6 | 2.1 | 3 | -4 | -1.4 | -5 | -0.8 | -0.7 | 5 | 0.4 | -2.9

Grouped by structure: the entries above containing bromine.
Fields: proKLK7 act	hcDAF-12 act	NPR1 activator	SMARCA2 act	DAX1 inh-1	NPR2 activator	ssDAF-12 act	DAX1 inh-2	HGIII-sPLA2 inh	hgDAF12 agonist	FXN GAA850 act
- O=C(CNS(=O)(=O)c1ccc(Br)s1)N1CCN(c2ccccn2)CC1
→ 0.5	-1.3	-11	-2	x	-13	-1.9	-1.6	1	-1.6	x
- CN1CCC(=NNC(=O)CN(c2cccc(Br)c2)S(C)(=O)=O)CC1
→ -1.0	-0.4	2	-4	-1.6	0	-0.4	1.3	-8	0.0	0.6

Compound activity as filed in PubChem BioAssay.
